E coli Lon inh: inhibitors of E. coli Lon protease; purified E. coli Lon protease, fluorescence polarization; inhibition, % at 7.94 µM; hit rate 0.42% among 360,000; AID 602123; in the data active = inhibition above about 13%, passing the limit was not always enough;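 note: 0% = enzyme with probe and DMSO and 100% = no enzyme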
FAS TE block: FAS thioesterase (human) inhibition. hit rate 0.67% among 360,000. AID 602261. inhibition, % at 15 µM. recombinant FAS-TE, OMFH fluorogenic substrate, fluorescence endpoint. P49327;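 active = compounds whose normalised, plate-corrected inhibition of enzyme fluorescence in the single-dose primary screen is 50% or more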;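 note: 0% = DMSO with enzyme and 100% = substrate without enzyme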
SKN-1 block: blocks SKN-1 activity in C. elegans; C. elegans VP596 Pgst-4::GFP/RFP ratio, acrylamide-induced, 24 h; inhibition, % at 21.8 µM; hit rate 0.49% among 360,000; AID 624304;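 active = interference check ratio from 0.5 to 1.5 plus GFP to RFP signal ratio inhibition reaching or exceeding a fixed threshold, cut at about 30% in these data, passing the limit was not always enough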; note: some compounds called inactive have numbers as strong as hits
MsrA act: activators of bovine methionine sulfoxide reductase A; purified bovine MsrA, absorbance read-out; activation, % at 10.6 µM; hit rate 0.3% among 360,000; in the data active = activation above about 7.5%;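 note: 0% = vehicle and 100% = reference activator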
NRP1-CendR mod: alters CendR peptide binding to human NRP-1. FAM-RPARPAR peptide binding to NRP-1, fluorescence polarization. inhibition, % at 25 µM. hit rate 0.85% among 360,000. AID 602438;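 active = inhibition or corrected inhibition above about 18%, plus a signal ratio from 0.5 to 1.5, limit read from the data, passing the limit was not always enough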; note: strong numbers were not always called active
MsrA inh: inhibits bovine methionine sulfoxide reductase A; purified bovine MsrA, absorbance read-out; inhibition, % at 15.5 µM; hit rate 0.75% among 360,000; AID 651718; in the data active = inhibition above about 4.5%;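 note: 0% = vehicle wells with enzyme and 100% = reference inhibitor wells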
Rin1 Abl inh: blocks binding of human Rin1 to Abl | P00519+Q13671 | TR-FRET Rin1/Abl binding, biochemical | inhibition, % at 7.35 µM | hit rate 0.4% among 360,000; in the data active = inhibition above about 5%, passing the limit was not always enough
MT1-MMP act inh: blocks activation of human MT1-MMP | AID 651647 | GFP/RFP ratio change, % at 20 µM | hit rate 0.061% among 360,000 | HT1080 RFP-PRO-GFP cells, GFP/RFP ratio fluorescence, overnight; percent of plate control window, DMSO zero | P50281;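 active = GFP/RFP ratio change of at least 30% with cell ATP level not reduced by more than half and red fluorescence within 50% of control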; note: strong numbers were not always called active
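Assay system – RFP-PRO-GFP reporter HT1080 cells · Compound dosing – single dose of 20 µM compound, 1% DMSO final · Incubation – overnight compound exposure at 37 °C · Measure – GFP/RFP fluorescence ratio · Benchmarks – DMSO wells and RFP-L50D-GFP cells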
Neddyl block: blocks human cullin neddylation; TR-FRET cullin neddylation, biochemical; calls only at 25 µM; hit rate 0.58% among 360,000; AID 651699; in the data active = inhibition above about 36%
Target sequence (P61081 whole entry, looked up): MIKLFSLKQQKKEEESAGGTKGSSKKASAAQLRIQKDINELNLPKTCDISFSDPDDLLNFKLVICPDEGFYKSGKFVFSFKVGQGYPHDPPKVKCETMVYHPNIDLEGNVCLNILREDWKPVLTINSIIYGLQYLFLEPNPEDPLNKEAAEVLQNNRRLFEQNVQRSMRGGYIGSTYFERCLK
Target sequence (Q13564 whole entry, looked up): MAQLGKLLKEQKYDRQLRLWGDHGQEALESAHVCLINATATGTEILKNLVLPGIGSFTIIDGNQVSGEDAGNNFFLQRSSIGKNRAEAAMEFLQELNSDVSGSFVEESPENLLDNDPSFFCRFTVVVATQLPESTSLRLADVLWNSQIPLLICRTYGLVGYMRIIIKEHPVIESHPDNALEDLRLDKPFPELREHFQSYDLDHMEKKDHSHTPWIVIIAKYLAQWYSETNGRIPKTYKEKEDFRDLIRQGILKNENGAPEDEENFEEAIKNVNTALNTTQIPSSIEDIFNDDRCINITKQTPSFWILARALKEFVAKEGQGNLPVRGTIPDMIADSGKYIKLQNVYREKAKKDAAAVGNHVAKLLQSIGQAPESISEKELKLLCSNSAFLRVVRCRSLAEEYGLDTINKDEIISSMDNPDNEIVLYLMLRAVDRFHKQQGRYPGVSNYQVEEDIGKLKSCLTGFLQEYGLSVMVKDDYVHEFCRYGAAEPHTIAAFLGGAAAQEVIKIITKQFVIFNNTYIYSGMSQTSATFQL
Numbers without * were called inactive.

`CCCCNS(=O)(=O)CCNCCc1ccccc1` gave E coli Lon inh -9.3, FAS TE block -6.4, SKN-1 block 0.7, MsrA act -4.8, NRP1-CendR mod -4.4, MsrA inh -0.5, Rin1 Abl inh 1.9, MT1-MMP act inh 4.6 and Neddyl block inactive.
For CC(=O)Nc1cnc(-c2ccccc2O)cn1 the results were E coli Lon inh -4.8, FAS TE block -9.8, SKN-1 block 8.9, MsrA act 2.0, NRP1-CendR mod 0.3, MsrA inh 4.0, Rin1 Abl inh -1.5, MT1-MMP act inh 1.6 and Neddyl block inactive.
CCn1ncc(C2=NOC(C(=O)Nc3cnn(C45CC6CC(CC(C6)C4)C5)c3)C2)c1C (centres undefined) was read as E coli Lon inh 6.0, FAS TE block 5.6, SKN-1 block 2.8, MsrA act -1.8, NRP1-CendR mod 13.9, Rin1 Abl inh -4.2, MT1-MMP act inh -1.7 and Neddyl block inactive.
CCOC(=O)c1c(CC(C)C)csc1NC(=O)c1ccccc1C(=O)O was read as E coli Lon inh -2.0, FAS TE block 0.7, SKN-1 block 11.3, MsrA act -1.1, NRP1-CendR mod 1.4, MsrA inh 0.8, Rin1 Abl inh -2.6, MT1-MMP act inh -1.9 and Neddyl block inactive.
Screening COc1cc(N/C=C2\CC(=O)NC(C)=C2C#N)cc(OC)c1OC returned E coli Lon inh -2.2, FAS TE block -2.1, SKN-1 block 1.0, MsrA act -0.9, NRP1-CendR mod -5.2, MsrA inh 0.6, Rin1 Abl inh 1.0, MT1-MMP act inh -5.4 and Neddyl block inactive.
Screening COC(=O)C1CCN(S(=O)(=O)c2ccc(OC)cc2)CC1 returned E coli Lon inh -9.7, FAS TE block -6.0, SKN-1 block -6.5, MsrA act -4.2, NRP1-CendR mod -2.4, MsrA inh -0.5, Rin1 Abl inh -4.4, MT1-MMP act inh 6.2 and Neddyl block inactive.
Screening COCCN(CCOC)C(=O)c1cc2c(=O)n3ccccc3nc2s1 returned E coli Lon inh -5.3, FAS TE block -4.2, SKN-1 block -2.3, MsrA act -1.7, NRP1-CendR mod -5.6, MsrA inh 0.7, Rin1 Abl inh -7.2 and MT1-MMP act inh -1.2.
For COc1ccc(CCC(=O)OCC(=O)Nc2ccc(C)c(S(=O)(=O)N(C)C)c2)cc1 the results were E coli Lon inh -6.3, FAS TE block 4.7, SKN-1 block -9.7, MsrA act -0.4, NRP1-CendR mod -21.0, MsrA inh -0.3, Rin1 Abl inh -0.9, MT1-MMP act inh 0.4 and Neddyl block inactive.
COc1ccc(N2CCCCn3c2nc2c3c(=O)n(C)c(=O)n2C)cc1 was read as E coli Lon inh 4.8, FAS TE block -6.7, SKN-1 block -41.2, MsrA act -10.8, NRP1-CendR mod -10.1, MsrA inh 0.8, Rin1 Abl inh 4.8, MT1-MMP act inh -0.9 and Neddyl block inactive.
For COCCCNC(=O)CSC1=Nc2ccccc2C2=NC(Cc3c[nH]c4ccccc34)C(=O)N12 (centres undefined) the results were E coli Lon inh -4.3, FAS TE block -2.8, SKN-1 block -10.9, MsrA act -10.4, NRP1-CendR mod -7.0, MsrA inh 1.1, Rin1 Abl inh -1.5, MT1-MMP act inh -9.4 and Neddyl block inactive.
CN1/C(=C\C(=O)CSc2nnc(N)s2)C(C)(C)c2ccccc21 was read as E coli Lon inh -5.5, FAS TE block -13.2, SKN-1 block 13.5, MsrA act -4.0, NRP1-CendR mod -5.5, MsrA inh 2.6, Rin1 Abl inh -0.9, MT1-MMP act inh 6.6 and Neddyl block inactive.
Screening COc1ccccc1N1CCN(C(=O)c2ccc3[nH]c4c(c3c2)CC(C)CC4)CC1 (centres undefined) returned E coli Lon inh -9.9, FAS TE block 41.4, SKN-1 block 9.4, MsrA act -9.2, NRP1-CendR mod -1.4, MsrA inh -0.5, Rin1 Abl inh 4.8, MT1-MMP act inh -4.3 and Neddyl block inactive.
For CCN(CC)CCNC(=O)c1ccc(NC(=O)C2CCN(S(=O)(=O)c3ccc4c(c3)OCCO4)CC2)cc1 the results were E coli Lon inh -8.3, FAS TE block -6.4, SKN-1 block 5.2, MsrA act -1.9, NRP1-CendR mod -5.6, MsrA inh -1.5, Rin1 Abl inh 1.7, MT1-MMP act inh -1.4 and Neddyl block inactive.
For CCN(CC)CCNC(=O)c1ccc(NC(=O)c2ccccc2-c2ccc(C(F)(F)F)cc2)cc1 the results were E coli Lon inh 8.4, FAS TE block -3.0, SKN-1 block 1.5, MsrA act -9.1, NRP1-CendR mod -11.2, MsrA inh -1.8, Rin1 Abl inh 1.2, MT1-MMP act inh -0.4 and Neddyl block inactive.
Screening CCC(Cc1ccccc1)NC(=O)/C=C/c1ccco1 (centres undefined) returned E coli Lon inh -5.3, FAS TE block -0.5, SKN-1 block 20.9, MsrA act -4.4, NRP1-CendR mod -17.5, MsrA inh 0.6, Rin1 Abl inh -1.8, MT1-MMP act inh -0.2 and Neddyl block inactive.
`Cc1ccc(N2C(=O)CC(C3CCCO3)C2=O)cc1` (centres undefined) gave E coli Lon inh 0.0, FAS TE block -7.9, SKN-1 block 4.8, MsrA act -6.5, NRP1-CendR mod 1.5, MsrA inh 0.3, Rin1 Abl inh 4.1, MT1-MMP act inh 0.0 and Neddyl block inactive.
COc1cc(C(=O)N/C(=C\c2cn(C)c3ccccc23)C(=O)N2CCOCC2)cc(OC)c1OC was read as E coli Lon inh -8.4, FAS TE block -1.6, SKN-1 block -0.4, MsrA act -8.8, NRP1-CendR mod -1.5, MsrA inh 4.0, Rin1 Abl inh 3.6, MT1-MMP act inh 1.4 and Neddyl block inactive.
`CN(CC(=O)Nc1ccc(Cl)c(C(F)(F)F)c1)C(=O)Cc1c[nH]c2ccccc12` gave E coli Lon inh 12.4, FAS TE block 22.0, SKN-1 block -22.3, MsrA act -3.9, NRP1-CendR mod -2.7, MsrA inh 0.1, Rin1 Abl inh 1.7, MT1-MMP act inh 6.9 and Neddyl block inactive.
Screening c1cc2c(cnc3cscc32)s1 returned E coli Lon inh -1.6, FAS TE block 9.6, SKN-1 block -0.6, MsrA act -2.6, NRP1-CendR mod -2.2, MsrA inh 0.4, Rin1 Abl inh -3.4, MT1-MMP act inh 0.8 and Neddyl block inactive.
For O=C(CSc1ccc(-c2nc3ccccc3[nH]2)cn1)Nc1ccc2c(c1)OCCO2 the results were E coli Lon inh -6.5, FAS TE block -1.3, SKN-1 block 9.9, MsrA act -2.5, NRP1-CendR mod -1.8, Rin1 Abl inh -1.4, MT1-MMP act inh 7.6 and Neddyl block inactive.

The closing two records of the part above lead into the next.
Screening c1cc2c(cnc3cscc32)s1 returned E coli Lon inh -1.6, FAS TE block 9.6, SKN-1 block -0.6, MsrA act -2.6, NRP1-CendR mod -2.2, MsrA inh 0.4, Rin1 Abl inh -3.4, MT1-MMP act inh 0.8 and Neddyl block inactive.
For O=C(CSc1ccc(-c2nc3ccccc3[nH]2)cn1)Nc1ccc2c(c1)OCCO2 the results were E coli Lon inh -6.5, FAS TE block -1.3, SKN-1 block 9.9, MsrA act -2.5, NRP1-CendR mod -1.8, Rin1 Abl inh -1.4, MT1-MMP act inh 7.6 and Neddyl block inactive.
Screening Cn1c2ccccc2c2cnn(CC(=O)Nc3ccc(F)cc3F)c(=O)c21 returned E coli Lon inh 0.7, FAS TE block -3.8, SKN-1 block -4.3, MsrA act 0.1, NRP1-CendR mod -27.0, MsrA inh 0.4, Rin1 Abl inh -2.7, MT1-MMP act inh 3.2 and Neddyl block inactive.
`Nc1ccccc1Nc1c(F)c(F)nc(F)c1Cl` gave E coli Lon inh -4.2, FAS TE block 0.4, SKN-1 block 18.6, MsrA act -0.5, NRP1-CendR mod -9.8, MsrA inh 0.1, Rin1 Abl inh 2.8, MT1-MMP act inh 1.9 and Neddyl block inactive.
Cc1ccnc(NC(=O)C2CCN(S(=O)(=O)c3cccc4nsnc34)CC2)c1 was read as E coli Lon inh -7.1, FAS TE block -2.1, SKN-1 block -19.5, MsrA act -3.5, NRP1-CendR mod -0.1, MsrA inh -0.7, Rin1 Abl inh 1.8, MT1-MMP act inh -0.5 and Neddyl block inactive.
Screening O=C(OCC(=O)N(CCc1ccccc1)Cc1ccccc1)c1cccc(O)c1 returned E coli Lon inh 8.0, FAS TE block 12.2, SKN-1 block -11.1, MsrA act -4.7, NRP1-CendR mod 7.0, MsrA inh -0.8, Rin1 Abl inh -0.3, MT1-MMP act inh -0.1 and Neddyl block inactive.
`O=C(CCNC(=O)c1ccccc1Cl)Nc1cccc(C(F)(F)F)c1` gave E coli Lon inh 3.1, FAS TE block -1.0, SKN-1 block 6.1, MsrA act 0.6, NRP1-CendR mod -4.2, MsrA inh -0.8, Rin1 Abl inh -2.6, MT1-MMP act inh 1.5 and Neddyl block inactive.
For Cc1ccc(Oc2nc3ccccn3c(=O)c2/C=C(\C#N)C(=O)Nc2c(C)n(C)n(-c3ccccc3)c2=O)cc1 the results were E coli Lon inh -5.7, FAS TE block -5.3, SKN-1 block -8.7, MsrA act -3.6, NRP1-CendR mod -11.8, MsrA inh 1.6, Rin1 Abl inh -5.0, MT1-MMP act inh -1.0 and Neddyl block inactive.
`Cc1[nH]c2ccc(S(N)(=O)=O)cc2c1C` gave E coli Lon inh -4.0, FAS TE block -6.8, SKN-1 block 0.8, MsrA act -12.0, NRP1-CendR mod -8.4, MsrA inh -0.3, Rin1 Abl inh 4.4, MT1-MMP act inh 6.2 and Neddyl block inactive.
CC1CN(C(=O)N2c3ccccc3Sc3ccccc32)C(C)CC1=O (centres undefined) was read as E coli Lon inh -8.3, FAS TE block 12.1, SKN-1 block 10.8, MsrA act 0.3, NRP1-CendR mod -2.6, MsrA inh 0.3, Rin1 Abl inh 6.5, MT1-MMP act inh 1.0 and Neddyl block inactive.
CN(C)c1ccc(/C=N/OC(=O)Nc2ccccc2Cl)cc1 was read as E coli Lon inh -14.1, FAS TE block 0.3, SKN-1 block 6.9, MsrA act -0.4, NRP1-CendR mod 4.0, MsrA inh 0.4, Rin1 Abl inh -0.2, MT1-MMP act inh -8.4 and Neddyl block inactive.
O=C(COC(=O)c1ccco1)Nc1ccc2c(c1)OCCO2 was read as E coli Lon inh -0.3, FAS TE block -1.8, SKN-1 block -15.1, MsrA act -12.1, NRP1-CendR mod 11.6, MsrA inh 0.7, Rin1 Abl inh 2.1 and Neddyl block inactive.
For Cc1ccc(S(=O)(=O)NCCOc2cc(C)ccc2C)cc1 the results were E coli Lon inh 7.2, FAS TE block 12.5, SKN-1 block -8.3, MsrA act -7.7, NRP1-CendR mod 13.2, MsrA inh 0.4, Rin1 Abl inh -2.6, MT1-MMP act inh 2.7 and Neddyl block inactive.
For O=C(Nc1cccc(C(F)(F)F)c1)C1CCCN(S(=O)(=O)c2cnc[nH]2)C1 (centres undefined) the results were E coli Lon inh 9.6, FAS TE block -38.4, SKN-1 block 2.3, MsrA act 3.8, NRP1-CendR mod 0.0, MsrA inh -0.3, Rin1 Abl inh -0.3, MT1-MMP act inh 6.7 and Neddyl block inactive.
For O=C(Nc1cccc2ncccc12)c1ccccc1Cl the results were E coli Lon inh -4.6, FAS TE block -5.3, SKN-1 block 8.7, MsrA act -1.7, NRP1-CendR mod 11.4, MsrA inh -0.1, Rin1 Abl inh -3.3, MT1-MMP act inh -2.6 and Neddyl block inactive.
`CN1CCC(OC(c2ccccc2)c2ccccc2)CC1` gave E coli Lon inh 3.1, FAS TE block -0.4, SKN-1 block 11.4, MsrA act -1.0, NRP1-CendR mod -14.1, MsrA inh 2.4, Rin1 Abl inh -3.9, MT1-MMP act inh 3.3 and Neddyl block inactive.
CC(C)c1ccccc1NC(=O)c1ccc2ncsc2c1 was read as E coli Lon inh 5.0, FAS TE block -2.9, SKN-1 block 4.5, MsrA act -5.3, NRP1-CendR mod -1.4, MsrA inh -1.3, Rin1 Abl inh 5.7, MT1-MMP act inh -0.5 and Neddyl block inactive.
